# DSG3 Ab inh: blocks pemphigus antibody binding to human desmoglein-3. binding (percent of control), % at 10 µM. DSG3-coupled beads, scFv-anti-DSG3-GFP binding, flow cytometry; hits give low values. 310,000 compounds, 0.48% hits. P32926;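 active = binding more than 3 SD below its plate's average and above zero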;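 also: hits lower antibody fragment binding to DSG3; some compounds called inactive have numbers as strong as hits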
# Mot1-301 SUMO: blocks SUMOylation pathway, rescuing yeast Mot1-301 growth. S. cerevisiae Mot1-301 growth rescue, ATP luminescence, 38.5C; percent above DMSO median, 100 means doubled. growth rescue, % at 18.8 µM. 320,000 compounds, 1% hits. AID 2716;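 active = every valid replicate shows activation above 250% relative to neutral control wells; inactive = the rest, any valid replicate at or below 250%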;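 also: OY570 slx delta 5 strain wells were the positive control but not used for scaling; some compounds called inactive have numbers as strong as hits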
# SR-BI DiI-HDL act: enhances SR-BI lipid uptake from DiI-HDL; activation, % at 12.5 µM; CHO ldlA[mSR-BI] cells, DiI-HDL uptake fluorescence, 3 h; 100 = double the neutral-control signal; 320,000 compounds, 0.096% hits;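 active = mean replicate activation of at least 60% and every replicate at or above 60%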;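 also: 0% = median plate neutral-control signal and 100% = twice that signal; values of inactives mirror those of a sister screen read the other way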
#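 Material: SR-BI-overexpressing, LDLR-lacking CHO cells; schedule: compound exposure 3 h, 37 °C; reagent: DiI-labelled HDL at 10 µg/mL final; technique: bottom-read fluorescence, 550/595 nm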
# SR-BI HDL uptake: blocks mouse SR-BI lipid uptake from DiI-HDL | Q61009 | ldlA[mSR-BI] CHO cells, DiI-HDL uptake fluorescence, 3 h | inhibition, % at 12.5 µM | 320,000 compounds, 0.96% hits | AID 488896;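 active = mean replicate inhibition of at least 70% and a set share of replicates each scoring 70 or more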;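 also: 0% = median of neutral control wells and 100% = median of positive control wells; values of inactives mirror those of a sister screen read the other way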
# Arrestin-AP2 inh: blocks beta-arrestin peptide binding to AP2 adaptin. FITC-arrestin peptide / GST-AP2 beads, flow cytometry; AP2 beta2 appendage carries R879A mutation. inhibition, % at 10 µM. 340,000 compounds, 0.31% hits;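 active = inhibition above a set limit, near 3 SD of compounds lacking own fluorescence, cut at about 54% in these data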;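 also: plate controls were DMSO wells for no effect and 5 µM unlabelled arrestin peptide for full effect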
#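 Material – AP2 appendage R879A on GSH beads · Buffer or medium – PBS with 0.05% Tween 20 and 0.1% BSA · Probe or stimulus – fluorescein-tagged arrestin peptide at 50 nM final · Incubation – compound with beads 12 min RT, then probe 1 h RT · Detection – high-throughput flow cytometry of beads, ex 488, em 535 nm · Evaluation – percent response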
# PKA-R1A act: PKA-R1A complex activation | 340,000 compounds, 0.083% hits | activation, % at 11.4 µM | PKA-R1A dissociation, Cy5-IP20 fluorescence polarization; scaled: DMSO 0%, 113 µM cGMP 100% | AID 504707;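 active = percent activation above the mean of all tested compounds plus 3 SD, cut at about 19% in these data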;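 also: higher means more PKAc released from R1A so a rise in polarization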
# MITF TRPM1 HTS: activators of MITF-driven TRPM1 promoter activity in SK-MEL-5 cells. SK-MEL-5 TRPM1-promoter luciferase, 24 h; % of positive control, neutral wells = 0. activation, % at 12.5 µM. 300,000 compounds, 0.75% hits. AID 588334;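 active = mean activation of at least 80% with every replicate also reaching 80%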;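 also: 0% = neutral control wells and 100% = parthenolide positive control wells; values of inactives mirror those of a sister screen read the other way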
# PKA-R2B activ: activates the human PKA-R2B holoenzyme complex | P22694+P31323 | PKA-R2B holoenzyme dissociation, Cy5-IP20 fluorescence polarization; R2B truncated from residue 108, S112A mutant; 0% DMSO only, 100% 113 µM cGMP | 340,000 compounds, 0.079% hits | activation, % at 11.4 µM;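 active = activation above a cutoff set at the mean over all compounds plus 3 SD, cut at about 18% in these data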;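 also: higher means more holoenzyme dissociation and a rise in polarization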
# Target sequence (P31323 whole entry, looked up, other chains not shown, the tested form may be a part): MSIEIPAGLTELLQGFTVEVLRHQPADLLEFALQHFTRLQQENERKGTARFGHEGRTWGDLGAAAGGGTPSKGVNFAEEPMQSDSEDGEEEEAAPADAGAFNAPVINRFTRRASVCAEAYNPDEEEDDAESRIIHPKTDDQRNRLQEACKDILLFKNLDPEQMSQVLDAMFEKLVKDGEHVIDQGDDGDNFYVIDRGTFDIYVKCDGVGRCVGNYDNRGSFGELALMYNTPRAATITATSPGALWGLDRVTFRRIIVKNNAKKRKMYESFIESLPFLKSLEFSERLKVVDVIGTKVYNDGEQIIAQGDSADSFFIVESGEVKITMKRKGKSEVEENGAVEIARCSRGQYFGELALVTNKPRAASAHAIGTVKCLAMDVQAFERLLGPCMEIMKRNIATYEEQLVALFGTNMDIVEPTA
# dFosB activator: mouse delta FosB homodimer activation; AID 493131; purified delta FosB, TAMRA-CDK5 oligo fluorescence polarization; percent of positive-control signal above neutral wells; activation, % at 25 µM; P13346; 340,000 compounds, 0.99% hits;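 active = mean activation above about 17%, with every replicate also reaching it, limit read from the data, passing the limit was not always enough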;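 also: fluorescence polarization rise as delta FosB binds a TAMRA Cdk5 AP-1 oligo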
# CDK5 p35 inh: blocks human CDK5/p35 kinase activity; Q00535+Q15078; Recombinant CDK5/p35, ADP-Glo luminescence, 60 min; inhibition, % at 10 µM; 330,000 compounds, 0.01% hits;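 active = highest replicate inhibition of at least 50% and at least 75% of replicates reaching 50%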;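 also: plate controls were DMSO neutral control for no effect and GW8510 at 10 µM for full effect; many of its hits are not listed in these tables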
# Target sequence (Q00535 whole entry, looked up): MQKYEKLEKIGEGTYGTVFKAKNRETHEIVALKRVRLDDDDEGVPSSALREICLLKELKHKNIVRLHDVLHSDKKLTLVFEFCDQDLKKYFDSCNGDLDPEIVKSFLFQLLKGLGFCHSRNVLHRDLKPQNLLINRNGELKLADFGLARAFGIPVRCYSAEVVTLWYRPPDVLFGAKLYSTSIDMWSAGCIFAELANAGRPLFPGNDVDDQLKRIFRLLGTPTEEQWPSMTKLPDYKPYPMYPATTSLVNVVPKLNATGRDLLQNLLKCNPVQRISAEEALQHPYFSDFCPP
# Target sequence (Q15078 whole entry, looked up): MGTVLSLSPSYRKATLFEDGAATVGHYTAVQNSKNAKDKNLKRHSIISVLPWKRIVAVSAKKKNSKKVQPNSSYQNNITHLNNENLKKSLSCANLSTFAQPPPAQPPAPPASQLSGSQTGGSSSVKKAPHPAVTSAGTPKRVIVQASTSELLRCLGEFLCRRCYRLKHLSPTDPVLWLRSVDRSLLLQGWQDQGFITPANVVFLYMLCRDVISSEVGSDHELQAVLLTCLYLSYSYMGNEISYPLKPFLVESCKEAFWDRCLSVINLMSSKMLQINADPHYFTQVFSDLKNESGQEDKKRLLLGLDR
# NSD2 inh: inhibitors of human histone methyltransferase NSD2; 310,000 compounds, 0.54% hits; NSD2 peptide methylation, AlphaScreen, 120 min; inhibition, % at 12.5 µM; O96028; in the data active = inhibition above about 50%
# Numbers without * were called inactive; . = no result given.
SMILES,DSG3 Ab inh,Mot1-301 SUMO,SR-BI DiI-HDL act,SR-BI HDL uptake,Arrestin-AP2 inh,PKA-R1A act,MITF TRPM1 HTS,PKA-R2B activ,dFosB activator,CDK5 p35 inh,NSD2 inh
Clc1ccccc1OCc1nnc(-c2ccccc2Br)o1,88.5,-19.8,-3.0,3.0,-0.9,-1.6,99.3*,-9.4,-1.2,0.0,-7.3
O=C(O)CN1C(=O)C2C3CC(C2C1=O)C1C(c2ccccc2)c2sc(=O)[nH]c2SC31 (stereo not drawn),105.6,3.7,.,.,30.2,1.9,12.7,-3.3,3.5,-0.7,-1.8
Nc1ccc(C(=O)N/N=C\C=C\c2cccc([N+](=O)[O-])c2)cc1,96.6,-5.2,-49.3,49.3,.,6.3,6.3,14.4,1.1,0.7,0.2
OCC[C@@H]1C[C@H](O)[C@@H](O)[C@]2(CCCO2)O1,94.2,-8.9,20.4,-20.4,13.7,-1.6,4.5,2.6,-1.0,0.0,.
O=C(CCCOc1ccc(Cl)cc1Cl)N1CCc2ccccc2C1,104.1,38.5,26.6,-26.6,3.9,1.6,-1.3,-1.8,-9.9,0.5,-0.3
Cc1ccnc2nc(C(=O)Nc3cc(Cl)ccc3N3CCOCC3)nn12,96.4,256.1,-28.8,28.8,10.4,-0.8,0.8,0.6,-6.5,0.1,-5.6
COc1ccc(C2NC(=S)NC(C)=C2C(=O)Nc2ccccn2)cc1 (stereo not drawn),102.2,5.6,20.1,-20.1,5.9,-19.4,3.4,-6.3,0.9,0.1,-1.3
CCOC(=O)c1c(NC(=O)CSc2nnnn2-c2ccccc2OCC)sc2c1CC(C)(C)NC2(C)C,99.5,11.1,-49.2,49.2,3.7,-4.0,-14.6,10.4,-42.8,-1.5,1.6
CCc1nnc(NS(=O)(=O)c2ccc(NCc3ccccc3O)cc2)s1,.,144.1,14.7,-14.7,-14.7,4.3,-5.3,2.1,-3.3,-1.9,6.5
O=C(NC1CCCCC1)N1CCc2ccccc21,91.6,-10.4,5.8,-5.8,-13.9,-4.2,66.5,-1.6,3.0,1.8,1.2
CCC(/C=C1\Oc2ccc(OC)cc2N1C)=C\c1sc2ccccc2[n+]1CCCS(=O)(=O)[O-],123.4,.,12.7,-12.7,4.7,-2.9,3.7,-9.2,25.7*,1.6,6.8
O=C1CN(C(=O)c2ccccc2)C(c2ccc(F)cc2)c2cc(Br)ccc2N1 (stereo not drawn),87.8,-15.9,-2.4,2.4,-0.5,-5.2,-4.8,-11.4,-4.2,-0.2,-0.2
CCn1c(COc2ccccc2Cl)nnc1SCC(=O)Nc1ncccc1C,101.3,0.2,25.4,-25.4,8.8,-5.6,-3.9,-8.4,0.6,0.3,-1.2
Cc1ccc(NCc2n[nH]c(=S)n2Cc2ccccc2)cc1Cl,103.1,.,-6.8,6.8,-0.1,-5.2,2.7,-5.2,-15.8,0.2,4.3
CC(NCC(=O)Nc1cc(S(=O)(=O)N2CCOCC2)ccc1N1CCOCC1)c1ccco1 (stereo not drawn),100.2,-7.1,34.0,-34.0,0.7,5.7,-4.6,8.2,-5.8,1.2,-1.6
COC(=O)CSc1nnc2n(C3CCCCC3)c(=O)c3c4c(sc3n12)CCCC4,102.0,81.4,2.2,-2.2,8.0,8.4,6.5,-2.7,-6.7,-1.6,.
O=C(Nc1ccc(C(=O)NN2C(=O)c3ccccc3C2=O)cc1)c1ccccc1,102.5,-3.6,-5.1,5.1,-10.4,-5.3,4.3,-9.9,2.0,-2.5,-1.8
C=CCNC(=S)NNc1nc2c(c(=O)[nH]1)C1(CCCC1)Cc1ccccc1-2,97.0,-5.9,-6.6,6.6,5.4,1.3,-0.3,-1.4,-2.4,2.0,2.9
CCCC(=O)Nc1nnc(SCC(=O)Nc2ccc3c(c2)OCO3)s1,90.0,3.5,26.0,-26.0,-3.3,-0.3,-0.2,5.0,-5.9,0.1,-3.2
COc1ccc(OC)c(NC(=O)CN2CCC(NC(=O)c3ccccc3C)CC2)c1,114.4,-15.5,-38.1,38.1,7.2,0.6,.,8.5,3.1,0.4,1.4
COc1ccc(OCC(O)CN2CCC(CN3C(=O)c4cccc5cccc(c45)C3=O)CC2)cc1 (stereo not drawn),106.5,-10.6,-77.1,77.1*,-2.4,0.8,-2.7,-4.2,44.7*,1.3,4.8
Cc1c(Cl)cccc1Nc1nc(N)nc(CSCCO)n1,99.9,.,5.9,-5.9,-2.5,2.7,-11.4,-7.8,-0.1,0.6,-1.9
COc1ccc(C(=O)NC(=S)Nc2ccc(S(N)(=O)=O)cc2)cc1,97.0,-6.3,-0.3,0.3,-3.1,-10.8,5.8,5.6,4.5,0.0,-2.3
Cn1nc([N+](=O)[O-])nc1N1CCN(c2ccc(F)cc2)CC1,104.8,5.9,11.1,-11.1,1.3,6.6,5.0,4.0,-0.4,-1.3,-0.1
CCCCN(C)C1CCN(C(=S)Nc2ccc(OCC)cc2)CC1,104.5,128.7,-8.3,8.3,2.4,-3.3,9.7,-11.9,0.3,-0.2,9.5
CC(C)C(Nc1ccc(C(F)(F)F)cc1[N+](=O)[O-])C(=O)O (stereo not drawn),98.5,6.8,.,.,-10.0,-0.2,-3.7,-6.6,2.9,-0.2,-1.0
CCCOC(=O)C1=C(C)OC23OC(N)=C(C#N)C12C(=O)c1ccccc13 (stereo not drawn),101.7,20.4,6.5,-6.5,-14.9,-6.3,-17.7,4.0,-2.1,-0.7,2.3
COC(=O)c1c(C)oc(C)c1S(=O)(=O)NCc1ccco1,103.2,-6.2,18.7,-18.7,-1.6,4.0,1.8,3.2,2.5,0.6,0.5
CCCC(=O)N(Cc1cc(=O)[nH]c2ccccc12)c1cccc(C)c1,103.3,4.1,-2.1,2.1,24.9,-8.0,-12.5,2.6,-7.6,0.7,1.3
CN(C)c1cccc(C(=O)Nc2ccc(S(=O)(=O)Nc3nccs3)cc2)c1,100.7,.,.,9.3,18.1,5.1,3.4,5.8,-16.9,0.7,.

# Three entries already listed, arranged by SMILES length, falling.
SMILES,DSG3 Ab inh,Mot1-301 SUMO,SR-BI DiI-HDL act,SR-BI HDL uptake,Arrestin-AP2 inh,PKA-R1A act,MITF TRPM1 HTS,PKA-R2B activ,dFosB activator,CDK5 p35 inh,NSD2 inh
CN(C)c1cccc(C(=O)Nc2ccc(S(=O)(=O)Nc3nccs3)cc2)c1,100.7,.,.,9.3,18.1,5.1,3.4,5.8,-16.9,0.7,.
COC(=O)c1c(C)oc(C)c1S(=O)(=O)NCc1ccco1,103.2,-6.2,18.7,-18.7,-1.6,4.0,1.8,3.2,2.5,0.6,0.5
Cc1c(Cl)cccc1Nc1nc(N)nc(CSCCO)n1,99.9,.,5.9,-5.9,-2.5,2.7,-11.4,-7.8,-0.1,0.6,-1.9

# (further entries)
SMILES,DSG3 Ab inh,Mot1-301 SUMO,SR-BI DiI-HDL act,SR-BI HDL uptake,Arrestin-AP2 inh,PKA-R1A act,MITF TRPM1 HTS,PKA-R2B activ,dFosB activator,CDK5 p35 inh,NSD2 inh
Cc1cccc(-c2nnc(-c3ccccc3)o2)c1,101.6,13.5,0.7,-0.7,3.1,5.3,49.1,2.3,-13.5,0.8,-3.7
CCCCNC(=O)Cn1c(=O)c2c(ncn2CCC(C)C)n(Cc2ccccc2)c1=O,106.7,0.6,.,.,-5.1,8.0,-8.0,3.2,-8.1,-0.6,5.0
O=C(NC1CCCC1)C(c1ccncc1)N(Cc1ccccc1)C(=O)c1ccc(-c2ccccc2)[nH]1 (stereo not drawn),103.4,-15.7,-1.1,1.1,7.8,3.5,11.1,0.9,-13.1,-2.1,-0.7
N#Cc1ccc(-c2ccc(OCC(O)CN3CCCCC3)cc2)cc1 (stereo not drawn),119.2,6.9,-8.0,8.0,7.6,-4.9,-7.1,4.0,-5.5,0.1,3.9
Cc1ccc(CN2CCN(Cc3ccccc3C(F)(F)F)CC2)cc1,101.4,18.0,9.7,-9.7,2.9,3.2,-7.5,-6.4,-2.2,-0.3,-1.8
Cc1cccc(C)c1OCc1nc2ccccc2c(=O)n1/N=C/c1ccc(OCC(=O)O)cc1,94.6,226.2,26.9,-26.9,16.3,0.6,-0.6,-3.1,-7.8,0.3,3.8
COc1ccc(C(=O)COc2ccccc2C(=O)Nc2ccccc2)cc1,108.5,3.5,-55.2,55.2,15.7,-5.6,9.0,-5.2,-17.5,-0.5,-6.6
O=C(COc1ncnc2ccccc12)Nc1cc([N+](=O)[O-])ccc1Cl,77.8,-3.6,-16.0,16.0,10.2,-1.9,-9.8,-1.6,20.6*,-4.8,1.1
Brc1ccc(-c2csc(/N=C/N3CCCC3)n2)cc1,101.2,6.3,-6.0,6.0,11.7,-2.8,64.7,-6.5,-11.2,0.2,-0.7
Cc1ccccc1CN1CCN(C/C=C/c2ccccc2)CC1,102.8,1.5,14.4,-14.4,-3.0,0.4,10.0,-4.7,-8.0,-1.1,.
COc1cc(/C=C2/C(=N)N3C(c4ccccc4)=CSC3=NC2=O)ccc1OCC(=O)O,95.5,.,.,.,-6.5,1.1,3.7,1.5,-5.5,-0.3,6.8
COc1ccc(N2CCN(C(c3cccs3)C(C)NC(=O)C(=O)N3CCOCC3)CC2)cc1 (stereo not drawn),99.2,16.4,11.2,-11.2,6.4,-4.3,-2.9,7.2,-4.5,-5.5,-10.9
CC1CCCC(=NNc2ccc3ccccc3n2)C1 (stereo not drawn),92.6,.,4.9,-4.9,31.8,1.1,9.8,5.2,-2.8,0.1,0.0
CC(=O)NN=C1CCC(c2ccccc2)CC1 (stereo not drawn),98.5,10.2,7.8,-7.8,2.2,-2.2,3.6,-4.5,4.3,-3.0,-0.1
COc1ccc(CN(Cc2cc3cc(OC)c(OC)cc3[nH]c2=O)C(=O)NC2CCCCC2)cc1,104.1,-16.2,5.4,-5.4,1.5,8.7,0.1,7.9,8.8,-2.9,-0.4
Cc1cccc(NC(=S)N2N=CCC2c2ccccc2)c1 (stereo not drawn),86.8,-2.2,-6.4,6.4,26.5,3.6,48.4,2.6,-2.5,0.2,-4.5
O=C(NC(=S)Nc1ccc(N2CCCCC2)cc1)c1ccco1,107.3,.,-0.1,0.1,-1.4,-4.1,110.1*,-2.4,-13.6,-3.9,2.5

# This is a random part of the collection, and some 4.7% of all compounds hit somewhere here.
